# SV40 large T antigen = TAg ATPase/helicase activity blockers – biochemical (AID 1903). SV40 large T antigen ATPase/helicase inhibition assay; higher % means a stronger effect. inhibition, % at 20 µM, or IC50 in µM where a hit was titrated. hit rate 0.39% among 310,000; in the data active = a potency from the dose series; also: strong numbers were not always called active
# LYP phosphatase = inhibitors of LYP phosphatase, biochemical, fluorescence intensity, uHTS (AID 1779); inhibition, % at 11.5 µM; hits with a dose series show IC50 in µM; recombinant LYP phosphatase, fluorescence intensity; higher % means a stronger effect; hit rate 0.054% among 290,000; in the data active = inhibition above about 50%;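 also: plate controls were vehicle with enzyme for no effect and no enzyme for full effect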
# NTR1 agonist = agonists of NTR1, primary screen, imaging, U2OS cells, beta-arrestin-GFP, high content (AID 493036); P30989; NTR1-U2OS beta-arrestin-GFP spot imaging, agonist mode; activation, % at 20 µM; hit rate 0.17% among 330,000;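 active = activation at or above 40% of the spot to cytoplasm intensity ratio, with at least 20 cells analyzed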;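 also: 0% = DMSO without peptide and 100% = 100 nM NTR1 peptide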
# Target sequence (P30989 whole entry, looked up): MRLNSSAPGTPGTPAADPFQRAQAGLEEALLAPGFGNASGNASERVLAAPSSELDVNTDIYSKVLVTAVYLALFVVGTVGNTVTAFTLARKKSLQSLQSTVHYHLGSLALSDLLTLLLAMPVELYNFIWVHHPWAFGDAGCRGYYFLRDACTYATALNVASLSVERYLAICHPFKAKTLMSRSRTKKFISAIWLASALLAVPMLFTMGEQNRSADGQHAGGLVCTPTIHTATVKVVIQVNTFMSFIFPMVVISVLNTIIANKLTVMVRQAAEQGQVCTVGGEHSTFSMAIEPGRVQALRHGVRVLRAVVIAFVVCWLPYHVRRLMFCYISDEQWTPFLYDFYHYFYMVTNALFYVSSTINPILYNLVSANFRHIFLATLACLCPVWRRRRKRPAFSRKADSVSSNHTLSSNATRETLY
# T cell HTS = modulates CD8 T cell binding to vesicles; 2C CD8+ T cell-vesicle binding, flow cytometry; active compounds read low; calls only at 7 µM; hit rate 0.068% among 330,000;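 active = response, share of CD8 T cells binding vesicles, and their 90th percentile fluorescence all below set limits, cut at about 80% in these data, passing the limit was not always enough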
#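 Assay system: 2C TCR transgenic mouse naive CD8+ T cells, MACS-purified | Read-out: CD8+ gate FL2 mean fluorescence as % of same-row positive control | Signal: High-throughput flow cytometry with anti-B7-1 and anti-CD8 staining | Timing: Binding step 1.5 h, 37 °C, antibody labelling 20 min, ice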
# GPR55 beta-arrestin = selective activators of receptor GPR55 – imaging, U2OS cells, beta-arrestin-GFP redistribution, primary screen (AID 1961). U2OS GPR55 beta-arrestin-GFP redistribution imaging; higher % means a stronger effect. one-dose activation, % at 10 µM; EC50 in µM for titrated hits. hit rate 0.048% among 290,000;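 active = activation above 40% with more than 50 cells counted in the well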;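 also: U2OS osteosarcoma cells stably expressing GPR55 and beta-arrestin-GFP; plate controls were DMSO negative control for no effect and LPI positive control for full effect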
# MgcRacGAP inhibition = MgcRacGAP GTPase-activating activity inhibitors, confirmation, biochemical, ADP Hunter fluorescence | MgcRacGAP-stimulated Rac1 GTP hydrolysis, ADP Hunter fluorescence; higher % means a stronger effect; GST-tagged Rac1 F28L mutant substrate | inhibition, % at 30 µM, or IC50 in µM where a hit was titrated | hit rate 0.6% among 340,000;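 active = first-screen hits whose inhibition reached a set limit at any dose in the follow-up dose series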;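 also: fluorescence reports GDP produced by GAP-driven GTP hydrolysis; strong numbers were not always called active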
# Hep lipid drop = modulators of hepatic lipid droplet formation; AML12 mouse hepatocytes, oleate lipid droplets, BODIPY imaging; inhibition, % at 6.5 µM; hit rate 0.4% among 240,000;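 active = lipid droplet intensity inhibited by at least 50%, with more than 500 cells counted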
#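 Material: mouse AML12 hepatocyte cell line, fixed after treatment; Timing: compound with oleate, overnight; Technique: high-content imaging of BODIPY-stained droplets and DAPI nuclei; Probe or stimulus: oleate, 100 µM final; Dosing: compound at 6.5 µM only.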
# GPR55 LPI antagonism = inhibition of LPI-stimulated GPR55 beta-arrestin translocation – imaging, U2OS, beta-arrestin-GFP, LPI agonist, primary screen (AID 2013); U2OS GPR55 beta-arrestin-GFP translocation imaging, LPI antagonism; higher % means a stronger effect; inhibition, % at 10 µM; hits with a dose series show IC50 in µM; hit rate 0.13% among 290,000;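 active = spots per cell inhibited over 60%, with over 100 cells counted and total cytoplasm intensity under 500,000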;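 also: U2OS cells stably carrying GPR55 and arrestin-GFP stimulated by 5 µM LPI near EC80; imaged beta-arrestin-GFP aggregate spots per cell after agonist stimulation; plate controls were LPI-stimulated DMSO wells for no effect and DMSO wells without LPI for full effect; some results filed as inactive read as strong as hits; confirmed hits need IC50 under 10 µM and bright autofluorescent wells are also inconclusive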
# GPR35 antagonists = GPR35 antagonists blocking zaprinast-driven arrestin recruitment, primary screen, imaging, U2OS, beta-arrestin-GFP, zaprinast agonist (AID 2058) | inhibition, % at 10 µM, or IC50 in µM where a hit was titrated | U2OS GPR35 beta-arrestin-GFP translocation imaging, zaprinast antagonism; higher % means a stronger effect | hit rate 0.052% among 290,000;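 active = inhibition of at least 50% with at least 30 cells and total cytoplasm GFP at most 10,000,000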
# Hep lipid drop cells 6.5 µM = further read-out of Hep lipid drop, marked with its call; cell count; measured here: cell count, cytotoxicity flag;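 cells counted across two imaged fields per well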
# T cell HTS vesicle-bound % = recorded beside T cell HTS, whose call it bears; double positive events, %; measured here: CD8+ vesicle-bound cell fraction;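 binding gate set so that unloaded-vesicle control wells show 10% double positive cells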
# NTR1 agonist cell count 20 µM = also measured in NTR1 agonist; calls as there; cell count; measured here: cell count, cytotoxicity flag
# Active calls of the source: *; i = inactive; . = not tested or not shown.
SMILES,SV40 large T antigen,LYP phosphatase,NTR1 agonist,NTR1 agonist cell count 20 µM,T cell HTS,T cell HTS vesicle-bound %,GPR55 beta-arrestin,MgcRacGAP inhibition,Hep lipid drop,Hep lipid drop cells 6.5 µM,GPR55 LPI antagonism,GPR35 antagonists
Cc1nn(C)c(C)c1CN(Cc1nc(-c2ccc(F)cc2F)oc1C)C1CC1,3%,3%,0.2,54,i,18,0.6%,3%,-4,731,6%,18%
CN(CC(=O)Nc1cccnc1)S(=O)(=O)c1ccc(Br)cc1,2%,-9%,0.4,57,i,14,0.0%,7%,4,688,-12%,3%
CCCc1ccc(OCc2nc(-c3ccc(NC(=O)c4ccco4)cc3)no2)cc1,0%,-3%,-0.1,64,i,34,-1.0%,-5%,.,.,6%,13%
O=C(CCNS(=O)(=O)c1ccccc1)OCc1nc2ccsc2c(=O)[nH]1,12%,.,0.8,77,i,25,.,2%,.,.,.,.
Cc1cc(NC(=O)CCN2CCN(CCO)CC2)ccc1Br,7%,-9%,2.5,60,i,59,-0.1%,7%,7,785,14%,8%
COc1ccc(OC)c(NC(=O)COC(=O)c2nc(Cl)ccc2Cl)c1,6%,-3%,-0.3,40,i,10,0.3%,11%,10,690,-1%,-4%
Cc1cc(C(=O)NN)c(C)o1,2%,-11%,1.4,34,i,7,1.5%,0%,17,686,1%,-20%
COc1ccc(-c2cc(C(=O)N3CCN(c4ccccc4)CC3)no2)cc1OC,0%,2%,5.2,82,i,35,-0.1%,2%,1,758,-5%,-4%
CCOCCN(C(=O)c1ccccc1Cl)c1cccc(C)c1C,16%,-4%,0.8,52,i,14,0.2%,.,2,760,13%,-2%
O=C(C[n+]1cc(Br)cc2ccccc21)c1ccc(Cl)cc1,9%,1%,-0.3,69,i,19,-0.1%,12%,-10,831,-6%,-4%
COCCn1c(N)c(N(Cc2ccccc2)C(=O)c2ccc3ccccc3c2)c(=O)[nH]c1=O,3%,-5%,0.3,62,i,57,-0.2%,-3%,6,628,7%,13%
O=C1CCCC(=O)C1=C1SCCS1,12%,-3%,1.1,52,i,51,-0.3%,9%,-7,658,7%,8%
O=C(c1cc([N+](=O)[O-])ccc1N1CCOCC1)N1CCN(S(=O)(=O)c2ccc(F)cc2)CC1,9%,.,1.8,56,i,40,.,9%,.,.,.,.
CCOc1cc(/C=C2\C(=O)N(CCC#N)N=C2C)ccc1OCC(N)=O,4%,-7%,0.3,67,i,6,-0.5%,21%,-13,613,-6%,-12%
O=C(CSc1nc2sc3c(c2c(=O)[nH]1)CCC3)NCCO,10%,-7%,2.2,72,i,55,-0.3%,11%,-3,720,12%,4%
CSc1ccccc1NC(=O)Cn1nc([N+](=O)[O-])c(Cl)c1C,7%,-4%,-0.1,48,i,61,0.3%,12%,-1,733,-3%,-2%
CCC(=O)NNC(=O)c1c(O)c2ccccc2[nH]c1=O,2%,0%,-0.8,59,i,73,-0.5%,2%,21,669,-4%,-12%
O=C1/C(=C/c2ccccc2)SC(=S)N1N1C(=O)C2CC2C1=O (stereo not given),32%,-7%,-0.6,90,i,61,0.0%,14%,7,685,7%,3%
COc1ccc(S(=O)(=O)Nc2ccc(C(N)=O)cc2)cc1C(=O)N1CCCCCC1,9%,-10%,0.0,65,i,26,0.2%,11%,-2,806,-4%,10%
CC(=O)Nc1ccc(C(=O)OC2CCOC2=O)cc1 (stereo not given),-4%,-3%,0.5,78,i,14,-0.2%,7%,.,.,7%,-12%
COc1ccc(CN2C(=O)CN=C2Nc2cc(C)ccc2C)cc1,24%,-12%,-1.6,63,i,60,-0.1%,7%,0,765,-5%,14%
O=[N+]([O-])c1ccccc1/C=N/n1c(COc2ccccc2)n[nH]c1=S,13%,-1%,1.8,89,i,36,0.0%,4%,.,.,2%,4%
Fc1ccc(NC(=S)Nc2cccc3ccccc23)cc1F,2%,2%,3.0,88,i,62,-0.1%,4%,-3,837,-1%,9%
C=CCn1c(=O)c2c3c(sc2n2c(Nc4ccc(OC)cc4)nnc12)CCCC3,17%,-6%,12,65,i,32,-0.1%,7%,-9,782,9%,-8%

# One compound at a time, from the list above. Order of values: SV40 large T antigen	LYP phosphatase	NTR1 agonist	NTR1 agonist cell count 20 µM	T cell HTS	T cell HTS vesicle-bound %	GPR55 beta-arrestin	MgcRacGAP inhibition	Hep lipid drop	Hep lipid drop cells 6.5 µM	GPR55 LPI antagonism	GPR35 antagonists
# `O=C1/C(=C/c2ccccc2)SC(=S)N1N1C(=O)C2CC2C1=O` (stereo not given) is entered as 32%	-7%	-0.6	90	i	61	0.0%	14%	7	685	7%	3%
# `CC(=O)Nc1ccc(C(=O)OC2CCOC2=O)cc1` (stereo not given) is entered as -4%	-3%	0.5	78	i	14	-0.2%	7%	.	.	7%	-12%
# `CCC(=O)NNC(=O)c1c(O)c2ccccc2[nH]c1=O` is entered as 2%	0%	-0.8	59	i	73	-0.5%	2%	21	669	-4%	-12%
# `CSc1ccccc1NC(=O)Cn1nc([N+](=O)[O-])c(Cl)c1C` is entered as 7%	-4%	-0.1	48	i	61	0.3%	12%	-1	733	-3%	-2%
# `C=CCn1c(=O)c2c3c(sc2n2c(Nc4ccc(OC)cc4)nnc12)CCCC3` is entered as 17%	-6%	12	65	i	32	-0.1%	7%	-9	782	9%	-8%

# Next section:
SMILES,SV40 large T antigen,LYP phosphatase,NTR1 agonist,NTR1 agonist cell count 20 µM,T cell HTS,T cell HTS vesicle-bound %,GPR55 beta-arrestin,MgcRacGAP inhibition,Hep lipid drop,Hep lipid drop cells 6.5 µM,GPR55 LPI antagonism,GPR35 antagonists
N#C/C(=C\c1ccc(N2CCOCC2)o1)C(=O)NC1CCCCC1,22%,6%,-1.5,56,i,35,-0.1%,16%,2,768,-1%,8%
CCCCS(=O)(=O)N1CCC(C(=O)NCC2CCCO2)CC1 (stereo not given),14%,-6%,-0.2,48,i,54,-0.4%,8%,-5,778,-10%,-1%
CCOC(=O)/C(N=Nc1ccc(C(=O)O)cc1[N+](=O)[O-])=C(\C)O,25%,-14%,-0.6,46,i,8,0.7%,4%,22,688,-1%,-1%
Cc1ccc(C(=O)NNC(=S)NC(=O)c2ccc(Cl)cc2)cc1,11%,1%,9.8,77,i,45,-0.1%,4%,.,.,-1%,-8%
Cc1ccc(NC(=S)NC(=O)C2CC2)cc1Cl,10%,-4%,3.7,72,i,28,-0.1%,5%,3,705,2%,0%
CCc1c(C)sc(NC(=O)OC)c1C(=O)N1CCCCC1,16%,-7%,0.2,65,i,62,0.5%,17%,-15,706,12%,-7%
Cc1nnc(NC(=O)CCS(=O)(=O)c2ccccc2)s1,19%,-5%,13,37,i,19,-0.1%,-2%,1,783,-1%,8%
Cc1cc(C)cc(-n2c(=O)c3ccccc3n(CC(=O)NCC3CCCO3)c2=O)c1 (stereo not given),8%,-5%,0.4,54,i,29,0.2%,11%,21,804,2%,10%
CCc1nc2ccccc2n1CCc1ccccc1,-8%,-4%,-0.4,59,i,21,0.4%,2%,-12,707,9%,-10%
COc1cc(NC(=O)Cc2ccc([N+](=O)[O-])cc2)c(C(=O)O)cc1OC,8%,-1%,0.3,44,i,39,2.6%,-5%,-1,628,0%,-2%
COc1ccccc1CNC(=O)COC(=O)COc1ccccc1Cc1ccccc1,13%,.,1.3,64,i,37,.,6%,.,.,.,.
CCOC(=O)c1ccccc1NC(=O)c1ccc(N(C)S(C)(=O)=O)cc1,6%,-6%,1.1,41,i,26,0.0%,6%,1,728,14%,6%
CC(=O)c1cccc(N(C(=O)CNC(=O)c2ccco2)C(C(=O)NCc2ccco2)c2ccccc2)c1 (stereo not given),12%,-3%,-0.4,39,i,9,-0.2%,6%,-3,685,4%,-2%
Cc1c(OCC(=O)OC(C)C)ccc2c3c(c(=O)oc12)CCC3,6%,-10%,-2.7,77,i,55,0.2%,7%,22,673,1%,0%
N#C/C(=C/c1cccnc1)c1ccccc1,-3%,-2%,2.2,55,i,59,0.2%,9%,-1,810,8%,-1%
O=C(COc1c(Cl)cc(Cl)cc1Cl)c1ccc(Cl)cc1,2%,-4%,1.5,65,i,33,0.2%,8%,-10,603,4%,2%
O=C(NCc1ccc(F)cc1)C(=O)NCC1OCCN1S(=O)(=O)c1ccc2c(c1)OCCO2 (stereo not given),8%,-2%,2.0,49,i,50,0.6%,12%,2,319,6%,15%
Cc1sc2ncn(CC(=O)NCCN3CCOCC3)c(=O)c2c1S(=O)(=O)N1CCC(C)CC1,2%,-2%,-0.1,48,.,.,-0.2%,2%,-1,785,-9%,4%
COc1cccc(-n2c(=O)c3sccc3n(CC(=O)NC3CCCCC3)c2=O)c1,-1%,-5%,0.4,49,i,34,-0.2%,5%,22,760,-11%,-1%
CC1Oc2ccccc2N(CC(=O)Nc2ccc3c(c2)OCCO3)C1=O (stereo not given),9%,-7%,-0.1,65,i,48,0.6%,14%,.,.,10%,-2%
Cc1ccc(S(=O)(=O)NNC(=O)C(O)(c2ccccc2)c2ccccc2)cc1,8%,-8%,-1.0,71,i,56,-0.6%,2%,-9,715,5%,10%
CCOc1ccc(Br)cc1C1C(C(=O)OC)=C(N)Oc2cc(N(C)C)ccc21 (stereo not given),3%,0%,2.1,36,i,28,0.3%,10%,9,772,-1%,12%
O=C(N/N=C/c1cc(Br)ccc1O)Nc1ccccc1,-22%,-4%,12,72,i,44,0.1%,0%,17,525,7%,12%
CCN(CC)C(=O)N1CCN(C(=O)c2ccc(C)cn2)CC1,2%,-5%,0.4,48,i,19,-0.1%,13%,.,.,0%,2%
COc1ccc(-n2c(Cc3ccccc3)nnc2SCC(=O)N2CCCc3ccccc32)cc1,0%,2%,1.9,75,i,17,-0.3%,-2%,-24,768,5%,-9%
O=C1c2ccc(Oc3ccc([N+](=O)[O-])cc3)cc2C(=O)N1CCO,5%,-3%,-0.7,36,i,35,0.0%,10%,2,703,-4%,7%
COc1ccc(S(=O)(=O)Nc2cc(C)ccn2)cc1,32%,-7%,-0.3,90,i,15,-0.1%,0%,13,845,7%,-2%
O=C(Nc1ccccc1C(=O)N/N=C/c1ccco1)c1ccccc1,3%,-1%,2.8,81,i,49,1.1%,7%,7,648,-1%,8%
CC1CCCCC1NC(=O)CCNC(=O)N1CC(=O)Nc2ccccc21 (stereo not given),15%,-12%,-1.2,72,i,17,0.5%,12%,-6,764,17%,-7%
